B2AR arrestin: agonists driving beta-arrestin recruitment to human beta2-adrenergic receptor; P07550; beta-arrestin recruitment to beta2AR, cell-based reporter; Potency, µM (series often up to 46.1 µM), without a hit: at the top dose activation, most hits filed as activators; hit rate 0.02% among 330,000; AID 492947;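 also: potency is read from the fitted curve at half-maximal effect; 0% = DMSO controls and full agonism = EC100 isoproterenol or metaproterenol; nearly all actives have a fitted effect of over 65% in size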
Target sequence (P07550 whole entry, looked up): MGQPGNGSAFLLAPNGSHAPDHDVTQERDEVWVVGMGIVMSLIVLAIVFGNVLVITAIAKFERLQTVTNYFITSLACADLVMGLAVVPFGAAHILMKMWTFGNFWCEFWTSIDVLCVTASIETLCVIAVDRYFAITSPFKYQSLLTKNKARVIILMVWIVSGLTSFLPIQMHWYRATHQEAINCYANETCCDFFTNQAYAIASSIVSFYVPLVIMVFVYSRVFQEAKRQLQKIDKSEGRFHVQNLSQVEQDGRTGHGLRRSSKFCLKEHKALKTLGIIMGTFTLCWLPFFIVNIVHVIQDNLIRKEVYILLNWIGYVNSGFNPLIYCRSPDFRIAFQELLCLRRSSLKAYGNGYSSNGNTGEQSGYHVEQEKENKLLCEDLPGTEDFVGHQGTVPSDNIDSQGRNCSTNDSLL
PKM2 activator: increases activity of human pyruvate kinase M2; P14618; purified PKM2, Kinase-Glo ATP luminescence, activation; response scale: 0% is enzyme alone, no compound; Potency, µM (series often up to 57.5 µM), for inactives: at the top dose activation, actives largely listed as activators; hit rate 0.34% among 260,000; AID 1631; also: potency is read from the fitted curve at half-maximal effect; % is scaled to controls: 0 for no effect and ±100 for the full control effect; nearly all actives have a fitted effect of over 55% in size
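Purified hPK-M2 (>95% pure) converted ADP (0.1 mM final) to ATP with 0.5 mM PEP in 50 mM imidazole pH7.2, KCl, MgCl2, Tween 20, BSA; 1 h at room temperature. ATP detected by Kinase-Glo luminescence.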
USP2a block: blocks human ubiquitin-specific protease USP2a; Potency, µM (titrated, usually from 38.3 µM), without a hit: at the top dose activity change, negative = inhibition, usual class: inhibitors; USP2 core, Ub-CHOP2 coupled fluorogenic reporter, 485/531; hit rate 0.01% among 330,000; O75604; AID 463254;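 also: potency is read from the fitted curve at half-maximal effect; plate controls were DMSO wells for no effect and full inhibition by NEM control for full effect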
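Cell-free coupled assay: 10nM USP2 core preincubated 30min RT with compound in Tris-HCl pH 8.0/CaCl2/CHAPS buffer, then 25nM Ub-CHOP2 and 25nM reporter substrate; fluorescence (Ex 485/Em 531) read after 60min RT, normalized to NEM inhibition, concentration-response curves fitted.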
CXXC DNA block: blocks binding of human MLL CXXC domain to DNA | Q03164 | MLL-CXXC / FITC-HOXA9 DNA fluorescence polarization | Potency, µM (doses to about 115 µM), for the others: at the top dose activity change, negative = inhibition, hits mostly inhibitors | hit rate 0.037% among 290,000; active = well fitted inhibition curve with a large enough effect in the polarisation, with a control signal flat, not every such curve was filed as active; inconclusive = small, poorly fitted or top-dose-only effect, or effect the other way, or a change in a side signal; inactive = no such curve, though single readings can be large or run the other way; the % refers to the polarisation; also: potency is read from the fitted curve at half-maximal effect
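Steps: dispense CXXC domain solution (7 uM) → pin compounds or unlabeled HOX-A9 DNA control → 5 min ambient → add FLSN-HOX-A9 solution (50 nM) → spin → 30 min ambient → fluorescence polarization. Tris pH 7.5/NaCl/DTT/BSA buffer.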
Giardia kill: Giardia lamblia killing | Giardia lamblia trophozoite viability | hit rate 0.15% among 340,000 | activity change, % at 7.66 µM, hits read low | AID 540267; in the data active = activity change below about -80%; inconclusive = between about -30% and that limit;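 also: parasites exposed to compound for two days anaerobically before the ATP read; % is scaled to controls: 0 for no effect and ±100 for the full control effect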
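ATP-content bioluminescence gauges trophozoite survival. Cells (100/well) receive compound and incubate anaerobically for 48 hrs at 37 deg C; detection reagent follows for 15-30 min at room temperature.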
TRPV1 ag: human TRPV1 agonism; TRPV1-expressing cells, Fluo-8 calcium influx, agonist mode; activation, % at 8.33 µM; hit rate 0.19% among 320,000; Q8NER1; in the data active = activation above about 80%; inconclusive = between about 30% and that limit; also: 0% is about no effect
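Fluo-8 calcium influx in TRPV1-expressing cells, kinetic read (ex 480/em 520 nm). Compound added and read 3 min for agonist activity, followed by capsaicin at EC20 final and 2 min further read for enhancement.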
KCNH2 3.1 inh: inhibitors of human KCNH2 3.1 potassium channel isoform; U2OS KCNH2 3.1, thallium flux FluxOr; stronger effect = lower value; activity change, % (tested at about 1.8 µM); hit rate 0.95% among 340,000; AID 720553;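 active = maximum activity change below -70%; inconclusive = maximum activity change from -70% to -50%; inactive = maximum activity change above -50%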;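 also: thallium influx rate constant from kinetic fluorescence after stimulation buffer; % is scaled to controls: 0 for no effect and ±100 for the full control effect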
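Channel expression came from 3.1 mutant virus (1.77 x 10^8 /mL) applied to suspended U2OS cells for 4 h. Flux was tracked with FluxOr dye plus Red40 quencher, and kinetic rate constants normalized to controls.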
FBPA coupling cs: coupling enzyme interference in Giardia aldolase counter-screen; AID 2472; coupling enzyme system counterscreen, AmpLite Red fluorescence; hit rate 0.67% among 290,000; activity change, negative = inhibition, % at 58.2 µM, hits read low; in the data active = activity change below about -30%; also: % is scaled to controls: 0 for no effect and ±100 for the full control effect
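First, compound is pin-transferred into glyceraldehyde-3-phosphate coupling-enzyme reagent at 57.5 uM final and held 10 min at RT. Next, substrate, coupling system and AmpLite Red are added. After 20 min RT, fluorescence (525/598 nm) is read.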
GALK inh: galactokinase (human) inhibition | P51570 | Purified GALK, Kinase-Glo residual ATP luminescence | Potency, µM (top dose mostly 57.5 µM), for the others: top-dose activity change, negative = inhibition, usual class: inhibitors | hit rate 0.007% among 270,000; also: potency is read from the fitted curve at half-maximal effect; % is scaled to controls: 0 for no effect and ±100 for the full control effect
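Galactose (100 uM) and ATP (35 uM) were turned over by 5 nM GALK for 1 h at RT. Kinase-Glo Plus then converted the remaining ATP into a luminescent signal.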
Menin MLL FP TR: inhibitors of human menin-MLL interaction, mutant MLL peptide; O00255; Menin + Texas Red MLL mutant peptide, fluorescence polarization; Potency, µM (highest dose often 61.6 µM), for inactives: at the highest dose FP activity change, negative = inhibition, actives largely listed as inhibitors; hit rate 0.23% among 270,000; AID 1768; active = well fitted inhibition curve with a large enough effect in the polarisation, with a control signal flat, not every such curve was filed as active; inconclusive = small, poorly fitted or top-dose-only effect, or effect the other way, or a change in a side signal; inactive = no such curve, though single readings can be large or run the other way; the % refers to the polarisation; also: potency is read from the fitted curve at half-maximal effect; % of control where 0% means no effect; many of its hits are not listed in these tables
Target sequence (O00255 whole entry, looked up): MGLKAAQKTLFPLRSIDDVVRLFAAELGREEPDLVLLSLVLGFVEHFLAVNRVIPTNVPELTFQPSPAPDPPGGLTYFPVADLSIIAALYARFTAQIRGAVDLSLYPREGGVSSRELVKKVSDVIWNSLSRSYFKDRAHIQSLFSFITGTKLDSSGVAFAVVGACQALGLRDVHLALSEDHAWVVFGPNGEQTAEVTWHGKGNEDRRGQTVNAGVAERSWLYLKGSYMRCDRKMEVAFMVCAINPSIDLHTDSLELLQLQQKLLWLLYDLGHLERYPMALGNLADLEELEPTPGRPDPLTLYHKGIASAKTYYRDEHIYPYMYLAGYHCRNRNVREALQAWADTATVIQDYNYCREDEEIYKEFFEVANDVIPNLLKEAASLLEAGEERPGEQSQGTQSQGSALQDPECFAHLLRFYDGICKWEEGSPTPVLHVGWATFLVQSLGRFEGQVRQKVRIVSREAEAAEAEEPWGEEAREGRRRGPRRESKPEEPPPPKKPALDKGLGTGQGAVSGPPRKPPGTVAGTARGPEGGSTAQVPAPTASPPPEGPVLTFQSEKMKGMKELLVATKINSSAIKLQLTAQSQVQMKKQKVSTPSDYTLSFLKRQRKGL
hERG WT inh: inhibitors of human wildtype KCNH2 potassium channel; activity change, % at 1.84 µM; Q12809; U2OS, BacMam KCNH2, thallium flux FluxOr; stronger effect = lower value; hit rate 0.37% among 340,000;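 active = maximum activity change below -70%; inconclusive = maximum activity change between -70% and -50%; inactive = maximum activity change above -50%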; also: % is scaled to controls: 0 for no effect and ±100 for the full control effect
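U2OS cells transduced with wild-type KCNH2 virus are loaded with FluxOr dye for 45 min, and thallium flux is measured in kinetic reads before and after stimulation buffer. Rate constants are normalized to DMSO controls.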
Starred values were filed as active, the others as inactive; u = inconclusive; x = no result given; [ ] = dose if it differs, or a comment. Unless noted, calls follow the shape of the dose curve; as a rule, active = well fitted curve in the direction sought with a large enough effect; inconclusive = small, poorly fitted or top-dose-only effect, or another doubt; inactive = no such curve, though single readings can be large; an effect the other way counts as inactive or inconclusive. The list is partial; rates above refer to the full screens.

1) Cc1ccc2nc(N3C(=O)C(O)=C(C(=O)c4ccco4)C3c3cccc(O)c3)sc2c1 (stereo not given)
2) O=S(=O)(Nc1ccc2c(c1)nc1n2CCN(Cc2ccccc2)C1)c1ccc(F)cc1
3) CCSc1nnc(NC(=O)c2csc(C)c2)s1
4) COc1ccc(C(=O)Nc2nc(-c3cccs3)cs2)cc1
5) C/C(CC(=O)Nc1ccc(Cl)cn1)=N\NC(=O)Cc1cccs1
6) CCCCN(CC(=O)NCc1ccc(Cl)cc1)S(=O)(=O)c1ccc2c(c1)OCCO2
7) COc1ccc(CC2(CO)CCN(CC3=CC[C@H]4C[C@@H]3C4(C)C)CC2)cc1
8) Cc1cc2oc(=O)sc2cc1NS(=O)(=O)c1cccc2cccnc12

Assay by compound	1	2	3	4	5	6	7	8
B2AR arrestin	3.4%	-1.0%	-1.8%	x	-0.3%	-0.4%	-1.0%	0.3%
PKM2 activator	x	9%	1%	5%	4%	-6%	-5%	32µM*
USP2a block	4%	4%	0%	x	3%	1%	1%	2%
CXXC DNA block	7%	3%	6%	7%	0%	10%	-20%	1%
Giardia kill	-10	14	-20	20	6	-22	-6	-4
TRPV1 ag	0	-1	5	u	3	25	9	-1
KCNH2 3.1 inh	-8	-1	3	-2	24	5	-3	-20
FBPA coupling cs	2	1	-2	-3	2	0	3	-1
GALK inh	-7%	18%	0%	-2%	9%	3%	8%	-4%
Menin MLL FP TR	u	3%	-18%	u	x	9%	-12%	u
hERG WT inh	-2	0	-20	5	-2	-4	-7	-6

Three entries drawn at random from the list so far, as already listed:
8) Cc1cc2oc(=O)sc2cc1NS(=O)(=O)c1cccc2cccnc12
6) CCCCN(CC(=O)NCc1ccc(Cl)cc1)S(=O)(=O)c1ccc2c(c1)OCCO2
5) C/C(CC(=O)Nc1ccc(Cl)cn1)=N\NC(=O)Cc1cccs1

Assay by compound	8	6	5
B2AR arrestin	0.3%	-0.4%	-0.3%
PKM2 activator	32µM*	-6%	4%
USP2a block	2%	1%	3%
CXXC DNA block	1%	10%	0%
Giardia kill	-4	-22	6
TRPV1 ag	-1	25	3
KCNH2 3.1 inh	-20	5	24
FBPA coupling cs	-1	0	2
GALK inh	-4%	3%	9%
Menin MLL FP TR	u	9%	x
hERG WT inh	-6	-4	-2

Next section:
9) C/C(=N\Nc1ccc(C(F)(F)F)cn1)c1ccc(S(=O)(=O)NCc2ccco2)cc1
10) O=C(N/N=C/C1CCCCC1)c1cc(Cl)ccc1O
11) c1ccc2[nH]c(CCCCc3nc4ccccc4[nH]3)nc2c1
12) CC(C)CC(=O)NC(NCC1CCCO1)C(Cl)(Cl)Cl (stereo not given)
13) Cc1cc2c(cc1C)CSC(c1ccccc1OC(=O)C(C)C)SC2
14) NC(=O)c1ccc(C2SCC(=O)N2Cc2ccccc2)cc1 (stereo not given)
15) CCN(CC)c1ccc(NC(=O)c2ccccc2Br)cc1S(=O)(=O)Nc1ccccc1OC
16) COCCN1C(=O)C(CC(=O)Nc2ccccc2)SC1=Nc1ccc(OC)cc1 (stereo not given)

Assay by compound	9	10	11	12	13	14	15	16
B2AR arrestin	-1.0%	-0.1%	0.5%	0.1%	-0.3%	0.2%	-0.4%	0.2%
PKM2 activator	1%	-1%	x	1%	15%	3%	-34%	6%
USP2a block	1%	0%	0%	2%	-1%	0%	-1%	4%
CXXC DNA block	-9%	3%	-17%	-3%	-17%	2%	7%	5%
Giardia kill	-2	9	-2	6	6	-12	24	3
TRPV1 ag	-2	-1	-1	-2	14	2	4	15
KCNH2 3.1 inh	6	-5	u	7	-15	4	-18	-20
FBPA coupling cs	3	1	3	1	3	3	1	0
GALK inh	3%	-3%	x	0%	1%	4%	-2%	0%
Menin MLL FP TR	16%	16%	-16%	0%	u	-1%	u	6%
hERG WT inh	0	-3	x	11	3	2	-15	11

17) O=C(NCc1ccccc1CN1CCOCC1)c1ccc(-n2cccn2)cc1
18) CC1CCc2c(sc(NC(=O)CSc3ncnc4c3cnn4-c3ccccc3Cl)c2C#N)C1 (stereo not given)
19) CCC(C)(C)NC(=O)C(c1cccn1C)N(Cc1ccc(OC)cc1)C(=O)Cn1nnc2ccccc21 (stereo not given)
20) CC(C)CCNC(=O)CCc1nnc2n(CCCOC(C)C)c(=O)c3ccccc3n12
21) COc1ccc(CNc2ncccn2)cc1OC
22) COc1cc(OC)cc(-c2c(C#Cc3ccsc3)c3cc(-c4ccc5c(c4)OCCO5)ccc3n2C)c1
23) Cc1ccc(C)c2[nH]c(=O)c(C(c3nnnn3C3CCCC3)N3CCOCC3)cc12 (stereo not given)
24) O=C(N/N=C/c1ccc2c(c1)OCO2)c1cc(-c2ccco2)nc2ccccc12

Assay by compound	17	18	19	20	21	22	23	24
B2AR arrestin	-0.1%	-1.3%	0.4%	-0.3%	-0.4%	-0.1%	0.4%	-0.1%
PKM2 activator	x	-2%	-4%	x	-2%	x	0%	x
USP2a block	1%	4%	-1%	0%	2%	1%	3%	-2%
CXXC DNA block	x	31%[activator]	7%	0%	-17%	x	7%	x
Giardia kill	11	-15	-10	-4	-14	-25	-8	-12
TRPV1 ag	x	0	3	0	-1	-1	13	5
KCNH2 3.1 inh	-13	5	12	12	18	7	17	-17
FBPA coupling cs	x	0	4	2	1	x	1	x
GALK inh	x	x	0%	0%	0%	x	0%	x
Menin MLL FP TR	x	11%	18%	0%	0%	x	-9%	x
hERG WT inh	0	0	12	-11	-3	13	1	2

25) C=CCn1cnc2c(oc3ccccc32)c1=O
26) O=Nc1c(O)n(Cc2c(Cl)cccc2Cl)c2ccccc12
27) CCOC(=O)[C@@H]1[C@H]2COc3ccccc3[C@@H]2N2C(=O)N(c3ccc(C)cc3)C(=O)[C@]12C
28) Cn1c(Cc2ccccc2)nnc1SCC(=O)N1CCN(c2ccccc2)CC1
29) CC1CCCCC1NS(=O)(=O)c1ccc(-n2cnnn2)cc1 (stereo not given)
30) CN1CCN(CCCNC(=O)c2cc3c(=O)n(C)c4ccccc4c3s2)CC1
31) O=C(Nc1ccc2c(c1)CCC2)Nc1ccccc1F
32) [O-][n+]1c2ccccc2c2n1CCCN=C2c1ccc(Cl)cc1

Assay by compound	25	26	27	28	29	30	31	32
B2AR arrestin	0.2%	0.7%	0.2%	-0.2%	-1.7%	0.3%	-0.2%	0.5%
PKM2 activator	x	2%	1%	13µM*	0%	-4%	-18%	x
USP2a block	-2%	1%	0%	1%	3%	0%	-14%	1%
CXXC DNA block	14%	-5%	7%	-2%	-13%	u	7%	x
Giardia kill	-2	12	-18	-8	-1	-13	8	-84*
TRPV1 ag	2	9	23	25	0	-1	u	2
KCNH2 3.1 inh	-23	-8	-8	-13	-3	0	1	3
FBPA coupling cs	1	2	1	8	2	2	x	x
GALK inh	x	-1%	x	-3%	2%	4%	-3%	x
Menin MLL FP TR	-14%	-5%	-16%	-10%	1%	7%	x	x
hERG WT inh	4	0	-2	17	-2	-5	-7	17

Values by screen from the entries so far:
TRPV1 ag, entries 25 to 32 → 2, 9, 23, 25, 0, -1, u, 2

More entries follow.
33) CCn1c(SCC(=O)Nc2nc(C)c(C)s2)nnc1-c1cccnc1
34) CCCCCC(=O)NC(=S)Nc1ccc2oc(=O)ccc2c1
35) Cc1ccc(NC(=O)NC(=O)COc2c(F)c(F)cc(F)c2F)c(C)c1
36) C=CCN(c1ccccc1)S(=O)(=O)c1cccc2cccnc12

Assay by compound	33	34	35	36
B2AR arrestin	0.0%	-0.1%	-0.1%	0.3%
PKM2 activator	2%	10%	x	-3%
USP2a block	-4%	2%	3%	-6%
CXXC DNA block	-20%	-9%	x	3%
Giardia kill	-3	-16	-2	2
TRPV1 ag	0	1	x	12
KCNH2 3.1 inh	6	3	0	15
FBPA coupling cs	1	1	x	-7
GALK inh	2%	1%	x	-1%
Menin MLL FP TR	-1%	7%	x	x
hERG WT inh	12	4	-1	-3
